Screening results: PubChem, several laboratories
TcdB GH inh – TcdB glycohydrolase inhibitors, primary screen, biochemical, single point, plate reader. AID 652162, 2013. inhibition, % at 9.99 µM. 0.24% of 350,000 active. Toxin B (Clostridioides difficile), P18177. TcdB glycohydrolase enzymatic assay; in the data active = inhibition above about 10%
Y pestis TopoI – Yersinia pestis topoisomerase I inhibitors, primary screen, biochemical, cleavage product accumulation, plate reader, single point | Y. pestis Topo-I cleavage product accumulation | activity, % at 10 µM | 0.064% of 360,000 active | AID 504884, 2011; in the data active = activity above about 50%, passing the limit was not always enough; inconclusive = no clear call, values can overlap the other calls; note: inactives centre near 2
SARS 3CLpro inh – SARS-CoV 3CLpro protease inhibitors, primary screen, biochemical, quenched FRET. Replicase polyprotein 1ab (Severe acute respiratory syndrome coronavirus), P0C6X7. recombinant SARS-CoV 3CLpro, quenched FRET peptide cleavage. inhibition, % at 6 µM. 0.14% of 290,000 active. AID 1706, 2009; in the data active = inhibition above about 12%
PfHsp40 yeast – rescue of yeast from PfHsp40 toxicity, primary screen, S. cerevisiae, ATP luminescence. S. cerevisiae expressing PfHsp40, growth rescue. 0.68% of 340,000 active. growth rescue, % at 12.5 µM; in the data active = growth rescue above about 28%, passing the limit was not always enough; inconclusive = no clear call, values can overlap the other calls;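 note: yeast W303a lacking pdr1 and pdr3 grown in galactose medium; growth measured after three days at 30 °C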
Anthrax LF inh2 – Bacillus anthracis LF protease inhibitors, primary screen, biochemical, multiplex microsphere, MLPCN library | Lethal factor (Bacillus anthracis), P15917 | multiplex microsphere protease cleavage assay | inhibition, % at 10 µM | 0.12% of 360,000 active | AID 588501, 2011; note: plate controls were buffer without enzyme for full effect and enzyme alone for no effect
Target sequence (P15917 whole entry, looked up): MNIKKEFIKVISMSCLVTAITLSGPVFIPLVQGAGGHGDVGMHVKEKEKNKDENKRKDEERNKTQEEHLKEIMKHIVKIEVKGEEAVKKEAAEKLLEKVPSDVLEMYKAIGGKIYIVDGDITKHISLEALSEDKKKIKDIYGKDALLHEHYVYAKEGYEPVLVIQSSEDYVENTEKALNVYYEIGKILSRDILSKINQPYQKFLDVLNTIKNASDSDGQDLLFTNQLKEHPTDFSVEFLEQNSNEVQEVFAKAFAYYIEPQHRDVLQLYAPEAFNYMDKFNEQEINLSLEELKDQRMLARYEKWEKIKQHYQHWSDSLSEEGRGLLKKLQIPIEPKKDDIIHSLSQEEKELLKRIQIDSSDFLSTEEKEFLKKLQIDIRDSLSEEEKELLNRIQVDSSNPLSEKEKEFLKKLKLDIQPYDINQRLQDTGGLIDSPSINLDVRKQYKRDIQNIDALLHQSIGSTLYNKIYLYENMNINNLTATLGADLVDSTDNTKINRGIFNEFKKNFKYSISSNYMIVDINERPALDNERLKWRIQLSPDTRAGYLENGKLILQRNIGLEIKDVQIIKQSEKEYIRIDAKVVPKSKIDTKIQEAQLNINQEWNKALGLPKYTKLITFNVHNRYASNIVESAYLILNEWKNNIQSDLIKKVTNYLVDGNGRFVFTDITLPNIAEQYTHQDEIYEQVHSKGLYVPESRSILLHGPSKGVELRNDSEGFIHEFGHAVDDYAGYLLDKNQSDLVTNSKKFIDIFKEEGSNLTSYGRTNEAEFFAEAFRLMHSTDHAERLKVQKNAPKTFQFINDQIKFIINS
BoNT-A LC inh2 – BoNT/A light chain protease inhibitors, primary screen, biochemical, flow cytometry, MLPCN library. Botulinum neurotoxin type A light chain protease (Clostridium botulinum A str. ATCC 3502). multiplex microsphere protease substrate cleavage. inhibition, % at 10 µM. 0.17% of 360,000 active. AID 588499, 2011; note: plate controls were buffer without enzyme for full effect and enzyme alone for no effect
Vc quorum ag – inducers of Vibrio cholerae quorum light production without autoinducers, primary screen, BH1578 luxS cqsA deficient, single point. 0.16% of 350,000 active. activation, % at 18.7 µM. V. cholerae BH1578 lux reporter, luminescence, 6 h. AID 588436, 2011; in the data active = activation mostly above about 9.7%, no sharp cut-off; inconclusive = no clear call, values can overlap the other calls; inactive = mostly below about 3.7%; note: not every result past the cut was called active; inactives centre near 0; reference of the scale not given here
PrPC surface inh – inhibitors of human cell surface prion protein PrPC, primary screen, cell-based, TR-FRET; inhibition, % at 13.8 µM; TR-FRET read-out; 0.43% of 370,000 active; AID 720596, 2013; Major prion protein (Homo sapiens), P04156; in the data active = inhibition above about 24%; note: 0% = median of the test wells and 100% = reference compound wells
SSB-PriA inh – inhibitors of Klebsiella pneumoniae PriA binding to SSB C-terminal tail, primary screen, biochemical, AlphaScreen; PriA–SSB C-terminal tail interaction (Klebsiella pneumoniae); AlphaScreen SSBct-PriA binding, biotinylated peptide; inhibition, % at 33 µM; 0.6% of 430,000 active; in the data active = inhibition mostly above about 37%, no sharp cut-off; inactive = mostly below about 20%;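 note: plate controls were negative control peptide for no effect and reference peptide for full effect; strong numbers were not always called active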
* marks the source's active call; other numbers are inactive results; i = inactive; ? = inconclusive; · = not tested or not shown. Cut-off read from the data, not from the text of the source, unless noted: active = inhibition above about 30%; inconclusive = no clear call, values can overlap the other calls; inactive = below that. Not all compounds are listed; count on the stated rates, not on these rows.

SMILES | TcdB GH inh | Y pestis TopoI | SARS 3CLpro inh | PfHsp40 yeast | Anthrax LF inh2 | BoNT-A LC inh2 | Vc quorum ag | PrPC surface inh | SSB-PriA inh
O=C(O)C(c1ccccc1)C1(O)CC2CCC1C2 (stereo not given) | 0.5 | -5 | · | -1.2 | -6 | -0.3 | 0.8 | 10 | -4
CCOC(=O)CNC(=O)c1c2c(nc3ccccc13)CCCC2 | -0.9 | -7 | -3 | -1.1 | -3 | 0.3 | -7.1 | 6 | 0
CCN(CC(=O)NC(C)C)C(=O)Cc1ccc(C)c(C)c1 | 1.5 | 1 | 0 | 1.6 | 1 | 0.0 | 1.4 | -3 | -2
COc1ccc(OC)c(NC(=O)C(C)N2c3cccc4cccc(c34)S2(=O)=O)c1 (stereo not given) | -3.6 | 0 | 1 | -1.3 | -1 | 0.5 | -0.6 | 1 | -14
COC(=O)c1ccccc1NC(=O)Cn1nnc(-c2ccc(OC)cc2)n1 | · | 27 | 1 | -1.2 | 1 | 1.6 | -0.7 | 6 | -3
COc1ccc(CCn2c(=O)c3cccnc3n(Cc3ccc([N+](=O)[O-])cc3)c2=O)cc1OC | · | -3 | -2 | 1.4 | 0 | -0.6 | -0.1 | -3 | -3
O=C(COc1ccccc1)N/N=C/c1ccc([N+](=O)[O-])o1 | 1.2 | -5 | -5 | 3.4 | 1 | 0.8 | 0.0 | -29 | ·
CCOC(=O)C1CCN(C(=O)c2ccc3c(c2)NC(=O)/C(=C\c2cccc(C)c2)S3)CC1 | 0.0 | 8 | 13* | 1.2 | -2 | -0.7 | -0.2 | -2 | -7
CC(C)c1ccc(NC2CCCN(C(=O)c3cscn3)C2)cc1 (stereo not given) | 1.8 | 10 | -2 | -1.5 | -2 | 1.3 | -1.6 | 4 | 7
O=C(NC12CC3CC(CC(C3)C1)C2)c1ccc(COc2ccc(Cl)cc2[N+](=O)[O-])o1 | · | 42 | 7 | -1.3 | -2 | -0.1 | 5.6 | · | 14
O=C(COC(=O)CCCNC(=O)c1ccc(Cl)cc1)Nc1cc(Cl)ccc1Cl | 0.1 | 8 | -4 | 3.8 | -3 | 1.4 | -0.2 | -3 | -3
O=C1Nc2ccccc2N(O)N1c1ccc(Cl)c(Cl)c1 | 0.9 | 10 | -4 | -1.6 | -2 | 0.8 | i | 2 | -21
O=C(COc1ccc([N+](=O)[O-])cc1)Nc1ccc(CN2CCOCC2)cc1 | 0.2 | 0 | 1 | -1.9 | -2 | -0.2 | -0.9 | -4 | -6
CC(C)(C)c1nnc(NS(=O)(=O)c2cc(Cl)ccc2Cl)s1 | 4.4 | 10 | 3 | 2.4 | · | · | -0.7 | 11 | -12
COC(=O)c1c(C(=O)OC)c(C)n(Cc2cccnc2)c1C | · | 0 | -1 | 0.8 | -2 | -0.6 | -0.5 | 3 | 1
Cn1c(=O)c2ccccc2n(CC(=O)N2CCCc3ccccc32)c1=O | 1.4 | -6 | 2 | -1.4 | -6 | -2.5 | -0.5 | 3 | -5
C(=N\N1CCOCC1)/c1cccs1 | · | -1 | -6 | 0.4 | 0 | 1.4 | -0.3 | 4 | ·
COc1cc(/C=N/NC(=O)c2ccc(COc3cc(C)ccc3C(C)C)cc2)cc(OC)c1O | · | -6 | 2 | 0.2 | -1 | -1.4 | -0.2 | 2 | ·
Cc1[nH]c(=O)[nH]c(=O)c1NS(=O)(=O)c1ccccc1 | 0.1 | 0 | 8 | 1.1 | -1 | 0.2 | -0.2 | 11 | -10
O=C(CSc1nnc(COc2ccccc2)n1Cc1ccco1)c1ccc(F)cc1 | · | 50 | 3 | 1.1 | 0 | ? | i | -5 | 5
O=S(=O)(c1ccccc1)N(CC(F)(F)F)c1ccc(C(O)(C(F)(F)F)C(F)(F)F)cc1 | 3.7 | -9 | · | · | 1 | 0.2 | -0.1 | 33* | ·
COc1cc(NC(=O)c2sc(C)nc2C)c(OC)cc1NC(=O)c1ccccc1 | 1.6 | 10 | 0 | -0.2 | 7 | 3.7 | 1.4 | -5 | 5
CC(=O)OC[C@@H]1CN(Cc2ccccc2)C[C@H](n2cnc3c(Nc4ccccc4)ncnc32)O1 | 1.6 | 25 | · | · | -4 | -0.8 | i | 0 | ·
Cc1cc(NC(=O)COc2ccccc2C(N)=O)no1 | 0.1 | 4 | · | -0.8 | -10 | 0.3 | 1.7 | 0 | -5
CC(C)CC(=O)Nc1ccnc(-c2ccncc2)n1 | 2.2 | -1 | 2 | -0.6 | 0 | 0.0 | 6.7 | -3 | -7
COc1cccc(C(=O)NCC(=O)N/N=C(C)\C=C\c2ccccc2)c1 | 0.0 | 14 | 1 | -0.4 | 5 | 2.1 | -0.2 | -6 | ·
CCCC(=O)Nc1nnc(-c2ccco2)s1 | · | 0 | -7 | -1.1 | 1 | 0.0 | -0.4 | -7 | 8
NC(=O)[C@H](Cc1cc2ccccc2s1)NC(=O)[C@@H]1CC2(CC(c3cccc(NC(=O)[C@@H]4CCC(=O)N4)c3)=NO2)CN1C(=O)/C=C/c1c(F)cccc1Cl (stereo not given in full) | · | ? | 5 | 2.2 | 1 | -0.1 | i | · | 10
CCN(CC)S(=O)(=O)c1cccc(C(=O)Nc2ccc(Cl)cn2)c1 | · | 2 | 5 | 56* | -7 | -0.4 | · | -7 | -6
COc1ccccc1N1CCN(C(=O)CSc2nc3ccccc3c(=O)n2CC2CCCO2)CC1 (stereo not given) | · | 12 | 2 | 0.3 | -2 | 0.3 | -0.5 | 3 | -10

An excerpt of these results, field by field.
> COc1cccc(C(=O)NCC(=O)N/N=C(C)\C=C\c2ccccc2)c1
  TcdB GH inh: 0.0	Y pestis TopoI: 14	SARS 3CLpro inh: 1	PfHsp40 yeast: -0.4	Anthrax LF inh2: 5	BoNT-A LC inh2: 2.1	Vc quorum ag: -0.2	PrPC surface inh: -6	SSB-PriA inh: ·
> CCCC(=O)Nc1nnc(-c2ccco2)s1
  TcdB GH inh: ·	Y pestis TopoI: 0	SARS 3CLpro inh: -7	PfHsp40 yeast: -1.1	Anthrax LF inh2: 1	BoNT-A LC inh2: 0.0	Vc quorum ag: -0.4	PrPC surface inh: -7	SSB-PriA inh: 8

The listing continues.
SMILES | TcdB GH inh | Y pestis TopoI | SARS 3CLpro inh | PfHsp40 yeast | Anthrax LF inh2 | BoNT-A LC inh2 | Vc quorum ag | PrPC surface inh | SSB-PriA inh
Clc1cccc(N/N=C/c2ccc(N3CCOCC3)cc2)c1 | 1.1 | -2 | 0 | -0.5 | -3 | 1.3 | -5.3 | 15 | ·
CC(NC(=O)Cc1ccc(S(=O)(=O)N2CCOCC2)s1)c1ccc(Cl)cc1Cl (stereo not given) | -0.3 | 10 | 4 | -0.1 | -3 | -0.4 | i | 7 | -17
Cc1ccc2nc(C)cc(Nc3ccc4c(c3)OCCO4)c2c1 | · | 6 | 1 | -1.3 | -3 | -1.1 | i | -6 | -7
COc1ccc(OC)c(C2C(C(C)=O)=C(O)C(=O)N2CCN2CCOCC2)c1 (stereo not given) | · | -10 | -2 | -0.6 | 0 | 0.5 | -0.3 | 3 | -17
CN(C)S(=O)(=O)N1CCN(CC(O)COc2ccc(-c3ccccc3)cc2)CC1 (stereo not given) | -0.8 | 30 | -2 | 0.5 | -5 | 1.7 | i | 10 | -15
Clc1nc(-c2ccccn2)nc2scc(-c3ccccc3)c12 | · | -3 | -2 | 400* | -1 | 0.2 | -0.3 | 0 | -9
Nc1nc(SCC(=O)c2ccc(F)cc2)n[nH]1 | 1.3 | -6 | 2 | 0.0 | 1 | 0.8 | -0.4 | -6 | -14
Cc1cc(C)nc(N2CCN(CC(=O)NCc3ccccc3)CC2)n1 | · | 13 | 5 | -0.3 | 2 | -0.7 | i | 3 | -5
CCNC(=S)Nc1c(C)n(C)n(-c2ccccc2)c1=O | 0.9 | -13 | 4 | 0.1 | 1 | 0.1 | -0.4 | -1 | -15
COCCn1c(Sc2ccc(C)cc2)nc2c1c(=O)[nH]c(=O)n2C | · | -2 | 3 | -1.1 | 0 | 0.6 | -0.3 | -1 | -18
CCCCCCC(=O)Nc1nc(C)c(-c2csc(Nc3ccccc3OC)n2)s1 | 0.6 | -31 | 8 | -1.8 | -7 | -0.1 | i | 1 | 16
O=C1c2ccc3c4c(ccc(c24)C(=O)N1c1ccc(O)cc1)C(=O)N(c1ccc(O)cc1)C3=O | 1.2 | -10 | 3 | -0.7 | -1 | -1.6 | 0.9 | -12 | -1
CCOC(=O)CN1C(=O)C(=O)c2cccc(C)c21 | -1.8 | 3 | 2 | 0.9 | -3 | -0.8 | -0.2 | -21 | -19
O=c1c(N=Nc2ccc(O)cc2)c(-c2ccccc2)[nH]n1-c1ccc([N+](=O)[O-])cc1 | 1.8 | -9 | 1 | 0.9 | -10 | -0.5 | -0.2 | -4 | 1
COc1cccc(CNC(=S)NC2CCCC2)c1 | 2.6 | -4 | 1 | -0.7 | -2 | 1.2 | -0.2 | 1 | -7
COc1ccccc1CCC(=O)OCC(=O)Nc1ccc(C(N)=O)cc1 | 0.6 | -7 | -2 | -2.2 | -2 | 0.3 | -0.8 | -2 | -3
Cc1ccccc1NC(=O)CSc1nc(Nc2ccccc2)nc(N2CCOCC2)n1 | · | 21 | -1 | -0.3 | 0 | 0.4 | i | -1 | 4
O=C(NNC(=O)c1ccccc1Cl)c1cccs1 | · | -2 | 0 | 0.6 | -2 | -0.4 | i | -1 | -2
Cc1ccccc1OCc1nc2ccccc2c(=O)n1/N=C/c1cn[nH]c1-c1ccc(Br)cc1 | 1.1 | -6 | 2 | -1.1 | -1 | -0.2 | -2.1 | 2 | ·
CN1CCC(N(C)C(=S)Nc2ccc(SC(F)F)cc2)CC1 | · | -4 | 3 | 0.0 | 1 | 0.0 | -0.7 | 0 | -2
Cc1ccc(S(=O)(=O)N2CCN(C(=O)N3CCOCC3)C2C)cc1 (stereo not given) | · | -5 | -4 | 0.4 | -1 | -1.1 | i | -3 | -18
Cc1cccc(N2C(=N)SCC2=O)c1C | · | 5 | 2 | -0.7 | 1 | -0.1 | 4.2 | -1 | 0
COc1ccccc1Cc1c(-c2cccc(Br)c2)nc2ccc(Cl)cn12 | 3.5 | · | · | · | -10 | 4.9 | · | -3 | ·
O=C(NCCO)c1ccc2[nH]c3c(c2c1)CCCC3 | 1.2 | 2 | 5 | -1.3 | 0 | 0.2 | 7.1 | 12 | -2
CCN(CC(=O)NC1CCS(=O)(=O)C1)S(=O)(=O)c1c(C)c(C)cc(C)c1C (stereo not given) | 6.2 | 0 | · | 1.9 | 0 | -2.1 | i | -2 | -2
CCN(CC)CCN1C(=O)c2ccccc2NC1c1ccccc1F (stereo not given) | · | 0 | -1 | -0.5 | -4 | 0.0 | i | -3 | -3
COc1ccc2c(Cl)c(C(=O)NN3CCN(C)CC3)sc2c1 | 0.4 | 8 | -3 | -0.2 | -2 | 1.2 | -0.1 | -5 | -2
Cc1cc(C)nc(SCc2cc(=O)c(OC(=O)c3cccc([N+](=O)[O-])c3)co2)n1 | 0.7 | 11 | -2 | -1.0 | 1 | 3.6 | -0.5 | -2 | -3
CSc1ccc(CN2CCN(c3ccccc3C)CC2)cc1 | -0.3 | 36 | 1 | 1.1 | -4 | -4.4 | -1.1 | 3 | -24
c1ccc(Cn2nnc3c(NCC4CC4)ncnc32)cc1 | 1.2 | 3 | · | · | 2 | -0.2 | -1.2 | -6 | ·
